PHOSPHO1 block – blocks human PHOSPHO1 phosphatase activity. recombinant PHOSPHO1, absorbance phosphatase assay. Q8TCT1. actives 1.1% (n = 290,000). inhibition, % at 13.3 µM; in the data active = inhibition above about 60%
Target sequence (Q8TCT1 whole entry, looked up): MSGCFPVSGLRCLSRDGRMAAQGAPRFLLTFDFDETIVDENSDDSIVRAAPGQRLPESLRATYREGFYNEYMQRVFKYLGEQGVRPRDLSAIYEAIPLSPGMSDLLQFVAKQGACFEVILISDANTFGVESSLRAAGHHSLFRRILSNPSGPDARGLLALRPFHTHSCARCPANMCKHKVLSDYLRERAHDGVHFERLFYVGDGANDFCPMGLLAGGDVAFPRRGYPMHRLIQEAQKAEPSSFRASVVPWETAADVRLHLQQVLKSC
NALP1 yeast inh – inhibitors of NALP1 inflammasome in yeast | AID 2071 | inhibition, % at 10 µM | actives 0.61% (n = 280,000) | S. cerevisiae NALP1/ASC/caspase-1 growth, X-gal OD620, 72 h; in the data active = inhibition mostly above about 24%, no sharp cut-off; inactive = mostly below about 32%; also: some compounds called inactive have numbers as strong as hits
p-CIP stab down – p/CIP protein destabilization; decrease of EGFP signal, % at 10 µM; AID 1984; actives 0.01% (n = 290,000); F442A p/CIP-EGFP cells, EGFP fluorescence, 16 h;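 active = EGFP signal decrease of at least 30% at 10 µM or well 3 SD below plate mean, unless failing retest; inactive = the rest, including hits failing retest or dose response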; also: some compounds called inactive have numbers as strong as hits; many of its hits are not listed in these tables
PfM18AAP inh – PfM18AAP enzyme inhibition; recombinant PfM18AAP, H-Glu-NHMec fluorogenic cleavage; inhibition, % at 7.35 µM; actives 1.2% (n = 290,000);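 active = inhibition above the campaign mean inhibition over all tested compounds plus 3 SD, cut at about 28% in these data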;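 also: 0% = plate median of test compound wells and 100% = 2 mM ZnCl2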
IMP-1 inh – inhibitors of Pseudomonas aeruginosa IMP-1 metallo-beta-lactamase; purified IMP-1, nitrocefin hydrolysis, epi-absorbance fluorescence; inhibition, % at 5.6 µM; actives 0.45% (n = 290,000); AID 1556;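 active = inhibition above the mean plus 3 SD of all compounds in the same screening run, cut at about 4.5% in these data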;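 also: 0% = IMP-1 with DMSO and 100% = DMSO wells lacking enzyme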
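System: Purified IMP-1 | Read-out basis: Percent enzyme inhibition | Controls: IMP-1 with DMSO as 0%, enzyme-free DMSO as 100% | Replicates: One well per compound | Doses: 5.6 µM nominal single concentration | Detection: Epi-absorbance fluorescence, 480 nm excitation, 530 nm emission | Incubation: 25 °C, 15 min preincubation, 25 min reaction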
IDE act – boosts human insulin-degrading enzyme activity in HEK cells; P14735; FAbeta-B cleavage, fluorescence polarization; 0% vehicle, 100% cell-free pure enzyme wells; activation, % at 5.96 µM; actives 0.073% (n = 340,000);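 active = activation above the mean of all tested compounds plus 3 SD, set per screening campaign, cut at about 17% in these data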
IDE cell inh – cellular human IDE inhibition. AID 434962. inhibition, % at 5.59 µM. HEK cells, FAbetaB cleavage, fluorescence polarization. P14735. actives 0.41% (n = 320,000);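 active = percent inhibition above the average of all tested compounds plus 3 SD, set per screening campaign, cut at about 16% in these data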;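 also: IDE supplied by intact live HEK cells; FP after avidin binding of uncleaved biotin substrate so inhibition keeps polarization high; 0% = DMSO wells and 100% = 60 µM reference IDE inhibitor Ii1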
GPR7 antagonist – antagonists of human GPR7 (neuropeptides B/W receptor 1). GPR7-expressing cells, fluorescence antagonist assay. inhibition, % at 4.4 µM. actives 1.1% (n = 290,000). AID 1861; in the data active = inhibition above about 16%, passing the limit was not always enough;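 also: cells stimulated with the agonist NPW; 0% = agonist with vehicle and 100% = vehicle without agonist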
Target sequence (P48145 whole entry, looked up): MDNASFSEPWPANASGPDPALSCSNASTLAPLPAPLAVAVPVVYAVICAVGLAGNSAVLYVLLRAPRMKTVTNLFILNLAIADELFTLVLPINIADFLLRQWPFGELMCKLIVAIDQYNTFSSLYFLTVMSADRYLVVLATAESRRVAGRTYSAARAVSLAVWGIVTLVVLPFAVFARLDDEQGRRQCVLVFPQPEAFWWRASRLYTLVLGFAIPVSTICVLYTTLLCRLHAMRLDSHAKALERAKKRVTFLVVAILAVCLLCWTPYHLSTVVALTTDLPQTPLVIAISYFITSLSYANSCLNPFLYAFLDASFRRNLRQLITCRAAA
VIM-2 inhibitor – blocks Pseudomonas aeruginosa VIM-2 metallo-beta-lactamase; inhibition, % at 5.6 µM; purified VIM-2, nitrocefin hydrolysis, epi-absorbance fluorescence; actives 0.89% (n = 290,000); AID 1527;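 active = inhibition above the mean of all tested compounds plus 3 SD, cutoff set per screening run, cut at about 7.5% in these data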;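 also: red hydrolysis product quenches plate fluorescence so inhibitors raise well fluorescence; 0% = enzyme with DMSO and 100% = DMSO without enzyme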
The depositor's hits bear a star; . = no result given. Rows were taken by chance. Share with any hit: about 5.3%.

Every second line gives: PHOSPHO1 block | NALP1 yeast inh | p-CIP stab down | PfM18AAP inh | IMP-1 inh | IDE act | IDE cell inh | GPR7 antagonist | VIM-2 inhibitor
COc1ccc(/C(O)=C2/C(=O)C(=O)N(CCCN(C)C)C2c2cccc(Cl)c2)cc1OC (stereo not drawn)
    12 | 14 | -6 | 8 | -0.4 | 2 | 0 | -7 | 1.9
O=C(CN1CCCN(S(=O)(=O)c2ccc(Br)s2)CC1)Nc1ccc(Cl)cc1
    6 | -3 | 3 | -5 | 1.2 | -1 | 8 | 9 | -2.0
CN=C(Nc1cc(C)nn1CCC#N)c1ccccc1F
    -7 | -8 | -11 | 0 | -2.4 | 6 | -1 | -9 | -2.0
COc1cc(/C=N/NC(=O)c2cncc(Br)c2)cc([N+](=O)[O-])c1O
    10 | -5 | -18 | 2 | -2.4 | 3 | 7 | -19 | -4.1
O=C(CNCc1cccc(Cl)c1)N1CCc2ccccc2C1
    35 | 14 | -14 | -8 | -0.2 | 6 | -1 | 16 | -1.2
Clc1ccc(-c2nc3ccccc3[nH]2)cn1
    24 | 8 | 8 | 3 | -3.7 | 0 | -2 | -5 | 0.0
Cc1cc(C(=O)N/N=C/c2cn(C)nc2C)c2ccccc2n1
    40 | 1 | -1 | -5 | -1.6 | 5 | -5 | 4 | -1.7
Cc1cc(C)n(-c2nc3nonc3nc2Nc2cccc(C)c2C)n1
    14 | 6 | -6 | -1 | -1.4 | 1 | 2 | 4 | -0.2
O=C(Cn1ncn2c(cc3ccccc32)c1=O)NCc1ccco1
    -14 | 10 | -33 | 7 | -2.1 | -1 | -2 | 4 | -3.7
Cc1nc2sccn2c(=O)c1CCN1CCC(=C(c2ccc(F)cc2)c2ccc(F)cc2)CC1
    -4 | 33 | -3 | -8 | -1.9 | 7 | -1 | 9 | -1.2
CCN(CC)S(=O)(=O)c1ccc(OC)c(N)c1
    -5 | 14 | 3 | -2 | -1.7 | 6 | -2 | -5 | -1.7
Cc1cccc2cc(CN(Cc3ccco3)C(c3nnnn3CCc3ccccc3)C(C)C)c(=O)[nH]c12 (stereo not drawn)
    9 | 17 | -2 | 23 | -2.7 | 3 | 4 | -8 | -2.3
Cc1ccc(-c2c(C(=O)N/N=C/c3ccc4c(c3)OCO4)nnn2-c2nonc2N)cc1
    24 | 15 | 0 | 7 | -1.9 | -6 | 3 | -10 | -5.6
COc1cccc(NC2C=CS(=O)(=O)C2)c1 (stereo not drawn)
    -8 | 2 | -9 | -15 | -0.9 | 0 | 6 | -4 | 0.8
COc1ccc(CNC(=O)Cn2cc(C(F)(F)F)ccc2=O)cc1
    -1 | 10 | -9 | -4 | -3.7 | 6 | 4 | 0 | -2.3

One compound at a time, from the list above.
Cc1nc2sccn2c(=O)c1CCN1CCC(=C(c2ccc(F)cc2)c2ccc(F)cc2)CC1 in the list: PHOSPHO1 block = -4; NALP1 yeast inh = 33; p-CIP stab down = -3; PfM18AAP inh = -8; IMP-1 inh = -1.9; IDE act = 7; IDE cell inh = -1; GPR7 antagonist = 9; VIM-2 inhibitor = -1.2
O=C(Cn1ncn2c(cc3ccccc32)c1=O)NCc1ccco1 in the list: PHOSPHO1 block = -14; NALP1 yeast inh = 10; p-CIP stab down = -33; PfM18AAP inh = 7; IMP-1 inh = -2.1; IDE act = -1; IDE cell inh = -2; GPR7 antagonist = 4; VIM-2 inhibitor = -3.7

(continued)
Every second line gives: PHOSPHO1 block | NALP1 yeast inh | p-CIP stab down | PfM18AAP inh | IMP-1 inh | IDE act | IDE cell inh | GPR7 antagonist | VIM-2 inhibitor
Cc1ccc(NC(=O)CCCCCN2C(=O)[C@@H]3Cc4ccccc4CN3C2=O)c(Cl)c1
    12 | 20 | 4 | -3 | -2.5 | 0 | 5 | -3 | -0.9
CC(=O)Nc1ccc(NC(=O)c2cccc(Oc3ccccc3)c2)cc1
    8 | 23 | 0 | -6 | -0.3 | -2 | 2 | -9 | -0.2
COC(=O)c1cn(NC(=O)Cn2nc([N+](=O)[O-])c(Br)c2C)c(=O)c2ccccc12
    -14 | -3 | 12 | 3 | -2.6 | 5 | -8 | 7 | -0.5
COc1cccc(CN2CC(C(=O)NCCc3ccccc3C(F)(F)F)CCC2=O)c1 (stereo not drawn)
    18 | 18 | 0 | -1 | -1.1 | 2 | 4 | 1 | -0.1
CCC1(C(=O)OC)NC(c2ccco2)C2C(=O)N(c3ccc(F)cc3)C(=O)C21 (stereo not drawn)
    22 | 18 | -7 | 7 | -2.4 | 7 | 5 | -14 | -4.2
Cc1ccc(C)c(NC(=O)CSc2ncnc3nc[nH]c23)c1
    32 | 21 | -8 | 4 | -3.8 | -3 | 2 | -12 | -0.9
CCCC(=O)Nc1nc2c(OC)ccc(OC)c2s1
    -5 | -4 | -14 | -3 | -3.3 | 4 | 7 | -7 | -2.1
CCOC(=O)N1CCC(Nc2cccc(SC)c2)CC1
    -2 | -4 | -3 | 14 | -0.3 | 0 | -1 | 22 | 1.5
O=C(c1cnn2c1NC(c1ccco1)CC2C(F)(F)F)N1CCN(c2cccc(Cl)c2)CC1 (stereo not drawn)
    0 | 42 | -13 | 3 | -3.5 | -2 | 2 | 4 | -2.1
CCN(CC(=O)Nc1ccc2c(c1)OCCO2)C(=O)C1CCCCC1
    17 | -3 | 2 | -7 | -5.7 | -1 | 4 | -10 | 0.1
O=C(CCN1C(=O)C2C3C=CC(C3)C2C1=O)N1CC(=O)N(CCc2ccccc2)C(=O)C1 (stereo not drawn)
    16 | -5 | -6 | 1 | -0.6 | -6 | 1 | -2 | -1.9
COc1ccccc1NC(=O)CN1CCN(c2ccccc2F)CC1
    9 | -11 | -2 | -11 | -1.7 | 2 | 2 | 5 | -2.9
Cc1ccccc1-c1nc(CS(=O)(=O)CC(=O)N2CCc3ccccc32)c(C)o1
    -12 | -17 | 0 | 2 | -3.9 | 0 | -3 | -4 | -1.5
CCOc1ccccc1C(=O)Nc1nnc(SCC(=O)N2CCOCC2)s1
    19 | 6 | -20 | -5 | -2.8 | 0 | 1 | -3 | 0.9
CN(C)c1ccc(C(=S)N2CCN(C(=S)Nc3ccccc3)CC2)cc1
    28 | -16 | -10 | -3 | -3.2 | -5 | 3 | -7 | 0.4

Arranged by number of heavy atoms (smallest number first): part of the list above
Every second line gives: PHOSPHO1 block | NALP1 yeast inh | p-CIP stab down | PfM18AAP inh | IMP-1 inh | IDE act | IDE cell inh | GPR7 antagonist | VIM-2 inhibitor
CCOC(=O)N1CCC(Nc2cccc(SC)c2)CC1
    -2 | -4 | -3 | 14 | -0.3 | 0 | -1 | 22 | 1.5
Cc1ccc(C)c(NC(=O)CSc2ncnc3nc[nH]c23)c1
    32 | 21 | -8 | 4 | -3.8 | -3 | 2 | -12 | -0.9
CC(=O)Nc1ccc(NC(=O)c2cccc(Oc3ccccc3)c2)cc1
    8 | 23 | 0 | -6 | -0.3 | -2 | 2 | -9 | -0.2

More results follow.
molecule	PHOSPHO1 block	NALP1 yeast inh	p-CIP stab down	PfM18AAP inh	IMP-1 inh	IDE act	IDE cell inh	GPR7 antagonist	VIM-2 inhibitor
COc1cc(C)c(C(=O)CSc2nnc(CNC(=O)c3ccco3)n2C)cc1C	28	11	-12	2	-1.6	4	-6	4	-1.1
CCn1c(SCC(=O)N2CCOCC2)nnc1C(C)NC(=O)c1ccccc1 (stereo not drawn)	63*	31	-6	6	-3.5	2	3	-9	-3.6
COc1ccc(C(CNC(=O)CN2C(=O)NC3(CCCC3)C2=O)N(C)C)cc1 (stereo not drawn)	57	12	-17	-14	-1.2	5	-9	-1	0.8
Cc1ccc(S(=O)(=O)NCC(=O)N(CC(=O)NC2CCCCC2)CC2CCCO2)cc1 (stereo not drawn)	12	-15	-5	0	1.1	1	6	2	-3.8
CCOC(=O)CN1CCc2c(C)nc3c(-c4ccc(OC)c(OC)c4)cnn3c21	14	33	-5	-5	-0.4	-1	3	-2	-1.6
Oc1c(/C=N/c2ncn[nH]2)ccc2ccccc12	-25	-22	-5	64*	-4.8	2	5	-12	-1.1
O=C1CCCN1c1ccc(Br)cc1	-4	20	-3	-5	-0.7	2	0	-8	1.5
O=[N+]([O-])c1ccc(/C=N/n2c(-c3ccccc3)n[nH]c2=S)cc1	.	8	2	16	-3.8	2	5	-18	-3.3
Cc1cc2c(cc(C(=O)N3CCC(C(=O)N4CCCC4)CC3)n2Cc2c(F)cccc2Cl)o1	-13	8	-9	6	-3.4	-5	3	27*	-2.6
Cc1ccc(NC(=O)CN2C(=O)CNC2=O)cc1	9	.	5	-5	-4.1	4	-4	-2	-1.1
CNC(=O)CSc1nnc(-c2ccncc2)n1Cc1ccccc1	45	9	-6	-1	-0.5	4	1	-8	-3.7
O=C(/C=C/NCc1cccnc1)C(F)(F)C(F)(F)F	32	-14	-3	-18	-2.6	-1	5	-3	-2.1
Cc1cccnc1NC(N)=S	-17	-40	-2	7	-3.1	-2	-1	-11	-0.3
N#CC1(c2nc3ccccc3[nH]2)CC1c1ccc2c(c1)OCO2 (stereo not drawn)	-16	0	-8	10	-2.5	-3	-4	11	-0.1
O=C(N=Nc1c(O)[nH]c2ccccc12)c1cccs1	9	9	-2	5	-3.2	-2	-2	2	-0.2
COc1ccc(N(CC(=O)Nc2cccc(C)c2C)S(=O)(=O)c2c(C)[nH]c(=O)[nH]c2=O)cc1	22	.	-5	10	-2.5	2	-5	-9	-1.1
CN1CCN(C(=O)c2ccc(C(F)(F)F)cc2)CC1	15	7	-9	5	-3.8	-2	3	-5	-2.7
COc1ccc(C2=NN3C(C2)c2ccccc2OC32C(=O)N(C)c3ccccc32)cc1 (stereo not drawn)	7	32	-11	0	-2.6	-1	4	2	-0.8
Cc1ccc(C)c(NC(=O)N2CCc3ccccc3C2)c1	-9	16	-2	-4	0.6	5	9	-5	-1.2
COc1ccc(C2(CNC(=O)CCC(=O)O)CCCC2)cc1	6	.	-16	3	-2.3	5	-3	8	-3.6
Cc1ccc(OCC(=O)NCCNC(=O)c2ccncc2)cc1C	14	12	-6	-7	0.8	-1	3	12	1.0
CCOc1nc2cnccc2n(CC(=O)Nc2ccccc2F)c1=O	28	0	4	-4	-2.6	0	4	-12	-7.4
CC(=O)c1sc(N/N=C2\CC3CC2C(C)C3(C)C)nc1C (stereo not drawn)	18	-16	-5	20	-3.9	4	2	-8	-4.5
COC(=O)C1(C(C[N+](=O)[O-])c2ccc(C)cc2)C(=O)NCC1c1ccco1 (stereo not drawn)	-17	46*	-7	-13	-2.8	.	-5	-4	0.4
COc1ccc(C(=O)N(CC(=O)NC(C)(C)C)c2ccc3c(c2)OCCO3)cc1OC	-6	-3	-3	3	0.4	5	-10	-9	1.0
CCOC(=O)N1CCN(C(=O)c2ccc3c(c2)N=C(C)c2cc(Cl)ccc2S3)CC1	40	16	5	4	-3.7	0	-1	-1	0.2
COc1ccc(C(=O)Nc2ccc(Cl)cc2C(=O)N2CCCC(C)C2)cc1OC (stereo not drawn)	6	21	-7	-1	-3.0	0	2	-5	0.2

Grouped by structure, the compounds so far containing a cyano group.
molecule	PHOSPHO1 block	NALP1 yeast inh	p-CIP stab down	PfM18AAP inh	IMP-1 inh	IDE act	IDE cell inh	GPR7 antagonist	VIM-2 inhibitor
CN=C(Nc1cc(C)nn1CCC#N)c1ccccc1F	-7	-8	-11	0	-2.4	6	-1	-9	-2.0
N#CC1(c2nc3ccccc3[nH]2)CC1c1ccc2c(c1)OCO2 (stereo not drawn)	-16	0	-8	10	-2.5	-3	-4	11	-0.1

Bioassay records (PubChem)
